Screens from PubChem BioAssay.
Autophagy HCS – modulators of autophagy | MEF GFP-LC3 puncta imaging; test concentration mostly 10 µM | calls only at 10 µM (by protocol) | hit rate 0.98% among 190,000 | AID 463193;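 active = percentage of spot-positive cells more than 3 SD above its plate mean, without a fluorescence outlier flag or 80% toxicity; inconclusive = no clear call, values can overlap the other calls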;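 also: spot-positive cell cutoff set from DMSO-treated cells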
MT stabilize HCS – stabilizes microtubules in HeLa cells | % tubulin-high responders, % at 10 µM | hit rate 0.83% among 200,000 | HeLa tubulin immunostaining HCS, 24 h; share of cells brighter than vehicle mean+2SD;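 active = plate Z-score above 3 for both tubulin-high and condensed-nucleus cell shares, with cell loss under 80%, at 10 µM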;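 also: anti alpha tubulin signal scored within the nucleus-defined area of each cell; some results filed as inactive read as strong as hits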
bCat nuc transl – modulators of beta-catenin nuclear translocation; HeLa beta-catenin nuclear translocation, immunofluorescence imaging; nuclear translocation activity, % at 5 µM; hit rate 0.3% among 190,000;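 active = nuclear translocation activity above 50% at 5 µM, with a well cell count of 50 or more; inconclusive = wells under 50 cells across six images, flagged as toxic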;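 also: per-cell ratio of nuclear to cytoplasmic median beta-catenin stain intensity; plate controls were DMSO negative control for no effect and GSK-3 inhibitor IX positive control for full effect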
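assay system = human HeLa cells, endogenous beta-catenin | times = compound treatment 24 h, 37°C, 5% CO2 | detection = Anti-beta-catenin immunofluorescence on PFA-fixed, Triton-permeabilized cells, DAPI nuclei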
WT yeast gro inh – growth inhibition of WT yeast, mitochondrial fusion screen; mitochondrial fusion phenotypic screen, WT strain; inhibition, % at 10 µM; hit rate 2.1% among 190,000; in the data active = inhibition above about 58%; tested in S. cerevisiae
HEK293 NOD2/NF-kB – NOD2 signaling inhibitors, cell-based, luminescence, uHTS, HEK293 (AID 1566). HEK293 NOD2/NF-kB luciferase reporter, luminescence; higher % means a stronger effect. inhibition, % at 4 µM; hits with a dose series show EC50 in µM. hit rate 0.63% among 290,000; in the data active = inhibition above about 50%; also: many of its hits are not listed in these tables
Dynein cargo inh – dynein cargo transport inhibition. z-score, hits read low. 3617.4 mouse cells, GR-EGFP nuclear translocation imaging; test concentration mostly 20 µM; stimulated with dexamethasone, 1 µM; stronger effect = lower value. AID 1381. hit rate 0.47% among 220,000;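 active = plate z-score of nuclear minus cytoplasmic receptor signal below a set negative limit, without overly bright fluorescence or cell loss, cut at about -3.5 in these data, passing the limit was not always enough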;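 also: z-score of nuclear minus cytoplasmic ring GR-EGFP intensity difference per well; some compounds called inactive have numbers as strong as hits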
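Buffer or medium: tet-free, stripped-serum medium; reagent: dexamethasone at 1.0 µM final, 30 min; incubation: 48 h induction, 1 h compound, 30 min dex at 37 °C; measured by: formaldehyde fixation, Hoechst nuclear stain, 10x automated fluorescence imaging; read-out: nuclear-to-cytoplasmic GR-EGFP distribution per well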
Hep lipid drop – hepatic lipid droplet formation modulation; inhibition, % at 6.5 µM; AML12 mouse hepatocytes, oleate lipid droplets, BODIPY imaging; AID 1656; hit rate 0.4% among 240,000;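 active = lipid droplet intensity inhibited by at least 50%, with more than 500 cells counted; inconclusive = wells with under 300 cells, treated as cytotoxic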
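Assay system: AML12 hepatocytes (mouse) / Also added: 100 µM oleic acid challenge / Times: overnight treatment with compound plus oleate / Detection: high-content imaging of BODIPY-stained droplets and DAPI nuclei / Evaluation: % inhibition of lipid droplet signal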
Ins promoter up – MIN6 insulin promoter up-regulation; MIN6 insulin promoter-GFP reporter, high-content imaging; stronger effect = higher value; z-score at 5 µM; hit rate 0.3% among 190,000;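 active = z-score above 3 at 5 µM with at least 500 cells counted in the well; inconclusive = wells under 500 cells, flagged as cytotoxic or low count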
Yfh1-depleted yeast – mitochondrial function rescue without frataxin homolog – Friedreich's ataxia, plus single-dose screen, dose response (AID 1465). S. cerevisiae Yfh1-off respiration, WST-1 reduction, 72 h; higher fold induction means a stronger effect. hit rate 0.074% among 220,000. fold induction at 50 µM; hits with a dose series show EC50 in µM;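 active = fold induction of absorbance versus untreated yeast above a set limit, then at least 30% activation at any dose in follow-up; inconclusive = repeats straddling the limit, or above it without dose testing; inactive = fold induction below the set limit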;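 also: activators that raise dye reduction in frataxin-depleted yeast; strong numbers were not always called active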
WT yeast gro inh mutant strain – recorded beside WT yeast gro inh, whose call it bears; inhibition, %; mitochondrial fusion phenotypic screen, mutant strain inhibition
Dynein cargo inh cytoplasmic EGFP – recorded beside Dynein cargo inh, whose call it bears; z-score; measured here: cytoplasmic GR-EGFP intensity; stronger effect = higher value
Dynein cargo inh nuclear GR-EGFP – second read-out of Dynein cargo inh, no call of its own (marks repeat the call); z-score; measured here: nuclear GR-EGFP intensity;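 lower value marks the stronger effect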
Dynein cargo inh cell count – second read-out of Dynein cargo inh, no call of its own (marks repeat the call); z-score; measured here: cell count per field
Ins promoter up cell count – recorded beside Ins promoter up, whose call it bears; cell count; measured here: cytotoxicity, nuclei count;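 total cells summed across four imaged fields per well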
Hep lipid drop cells 6.5 µM – also measured in Hep lipid drop; calls as there; cell count; measured here: cell count, cytotoxicity flag;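 cells counted across two imaged fields per well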
bCat nuc transl cell count 5 µM – also measured in bCat nuc transl; calls as there; cell count; measured here: cell count, cytotoxicity flag
MT stabilize HCS Hoechst-high % – recorded beside MT stabilize HCS, whose call it bears; % Hoechst-high responders; measured here: nuclear condensation Hoechst responders;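 share of cells brighter than vehicle mean plus two SD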
MT stabilize HCS cytotoxicity % – further read-out of MT stabilize HCS, marked with its call; toxicity, %; measured here: cytotoxicity by cell density;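 0% = mean cell density of plate MIN control wells and 100% = no cells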
Autophagy HCS cell loss 18 h – also measured in Autophagy HCS; calls as there; toxicity, %; measured here: cell loss, nuclei count;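 cell loss after 18 h compound exposure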
* hit, by the source's call; i = inactive; ? = inconclusive; · = not tested or not shown; + = active, no number. The list is partial. The share of hits here may be higher or lower than overall.

SMILES	Autophagy HCS	Autophagy HCS cell loss 18 h	MT stabilize HCS	MT stabilize HCS Hoechst-high %	MT stabilize HCS cytotoxicity %	bCat nuc transl	bCat nuc transl cell count 5 µM	WT yeast gro inh	WT yeast gro inh mutant strain	HEK293 NOD2/NF-kB	Dynein cargo inh	Dynein cargo inh cytoplasmic EGFP	Dynein cargo inh nuclear GR-EGFP	Dynein cargo inh cell count	Hep lipid drop	Hep lipid drop cells 6.5 µM	Ins promoter up	Ins promoter up cell count	Yfh1-depleted yeast
CCOC(=O)c1ccc2c(c1)nc(SC/C(O)=C(\C#N)c1nc3ccccc3[nH]1)n2CC	i	-49	5.5	1.6	6.0	-3.0	930	3	8	26%	0.92	-0.14	0.93	-0.54	·	·	-0.4	1476	·
Cc1ccc(NC(=O)c2cccs2)cc1NC(=O)c1ccco1	i	-13	5.4	1.9	5.1	2.1	1044	0	-10	-27%	0.46	-0.069	-0.39	-1.5	11	784	0.21	840	i
NC(=O)c1ccc(Cc2ncc(C(F)(F)F)cc2Cl)s1	i	-3	0.8	2.0	12	-3.3	1054	20	23	8%	0.57	-0.22	-0.31	0.31	-1	688	0.7	1806	i
CC(c1ccccc1)n1c(S(=O)(=O)O)nc2ccccc21 (stereo not drawn)	i	7	4.4	1.4	4.7	0.0	1043	8	16	10%	-0.32	-0.23	-0.34	0.59	-1	731	1.5	1482	i
COc1ccc(OC)c(NC(=O)C2CC(=O)N(c3ccccc3)C2)c1 (stereo not drawn)	i	14	4.3	1.0	9.6	-2.8	907	-7	-6	-11%	0.16	-0.25	0.22	0.79	·	·	?	·	i
Cc1nn(C)c(C)c1CS(=O)(=O)c1ccccc1	i	1	1.8	2.1	6.3	0.6	1122	-4	-7	11%	-0.79	-0.21	-0.46	0.37	-6	718	0.65	1259	i
CCCCn1nnc(NC(=O)c2sc3cc(Cl)ccc3c2Cl)n1	i	-3	2.7	2.2	4.9	0.1	1049	0	-12	7%	-0.054	-0.28	-0.23	1	4	755	1	1273	i
CCCCNC(=O)COC(=O)c1ccc(Cl)c(S(N)(=O)=O)c1	i	11	1.0	1.1	13	-2.6	1044	-5	-4	-6%	1.4	-0.016	0.85	-1.1	6	791	·	·	i
Cc1ccc(NC(=O)CSc2ccccn2)cc1S(=O)(=O)N1CCOCC1	i	-25	2.0	1.7	2.5	-3.0	1023	8	4	17%	0.14	-0.32	0.071	0.64	0	726	-0.98	1539	i
COc1ccc(-c2nnc(SCC(=O)N3c4ccccc4Sc4ccccc43)o2)cc1	i	1	2.9	2.1	12	-1.1	1285	21	2	19%	-0.92	-0.23	-0.64	0.52	-17	724	-0.93	918	i
O=C(COc1cccnc1[N+](=O)[O-])Nc1cc(S(=O)(=O)N2CCCCC2)ccc1Cl	·	·	·	·	·	1.8	1388	·	·	10%	0.12	-0.71	-0.062	-0.64	-3	664	-0.84	961	i
Cc1sc(NC(=S)Nc2ccc(F)cc2)c(C(N)=O)c1C	i	3	2.2	2.2	5.9	-2.0	1019	8	-13	4%	2.3	0.011	1.1	-1.9	-16	693	·	·	i
O=C(NCCCn1ccnc1)c1cc([N+](=O)[O-])cc([N+](=O)[O-])c1	i	0	2.4	2.6	7.5	-2.2	1052	-2	0	-4%	-1.2	-0.29	-0.047	0.64	11	605	0.27	1323	i
O=C(NCc1ccccn1)C1CCCN(S(=O)(=O)c2ccc(Br)cc2)C1 (stereo not drawn)	i	-7	3.7	2.9	7.6	-2.6	1107	20	11	-14%	0.12	-0.18	0.00061	1.1	7	744	0.32	1006	i
O=S1(=O)CCC(NC(=S)NCCNC(=S)NC2CCS(=O)(=O)C2)C1 (stereo not drawn)	i	-4	7.0	2.8	2.8	-3.8	1143	17	14	-13%	-0.089	-0.26	0.36	0.41	22	664	-0.16	1400	i
O=S(=O)(c1cccs1)N1CN(Cc2ccccc2)c2nc3ccccc3nc21	i	-5	2.4	1.2	0.1	1.1	1406	-2	1	7%	0.21	-0.2	-0.085	-0.5	·	·	0.09	1446	i
CC(C)OCC(O)CCc1n[nH]c(=S)n1-c1ccccc1 (stereo not drawn)	i	-1	2.6	2.7	0.4	·	·	-3	20	13%	-0.22	-0.24	-0.17	0.12	-2	469	-0.44	1366	i
CCC(C(=O)NC(C)(C)C)N(Cc1cccs1)C(=O)CNS(=O)(=O)c1ccccc1 (stereo not drawn)	·	·	·	·	·	0.7	1261	·	·	18%	-0.65	-0.21	0.086	0.35	-4	703	-1.7	1064	i
CCOc1ccccc1NC(=O)c1cccnc1	i	1	1.9	1.8	0.1	·	·	·	·	·	0.19	-0.22	0.086	0.21	·	·	·	·	i
O=C(O)c1csc(N/N=C/c2ccc(Br)cc2)n1	+	42*	1.9	2.4	7.4	-5.0	1013	1	-2	18%	0.51	-0.21	0.7	-0.19	36	680	·	·	i
CCOC(=O)C1CCCN(C(=O)CC(c2ccccc2)c2ccccc2)C1 (stereo not drawn)	i	2	2.9	1.7	5.5	-3.7	1289	-11	-11	9%	-0.05	-0.23	-0.037	-0.82	-15	738	-1.3	1001	i
CCCCn1c(=O)c(C(C)=O)c(O)c2ccccc21	i	34	3.3	1.3	0.6	-2.9	1045	34	18	15%	-0.16	-0.012	0.055	-0.19	5	718	-0.19	1469	i
CC1(C)OC2OC(COC(=O)c3ccc([N+](=O)[O-])cc3)C3OC(C)(C)OC3C2O1 (stereo not drawn)	i	-24	3.1	1.0	4.2	-3.6	1088	2	8	4%	0.015	-0.25	0.078	1.1	15	623	1.3	1397	i
Cc1ccc2c(c1)N(CCCC(=O)NCc1ccc3c(c1)OCO3)C(=O)CO2	i	0	2.1	3.6	13	0.9	525	-11	-13	5%	0.78	-0.1	1.3	-0.45	-9	742	0.33	1207	·
Cc1ncc(CN2CCN(Cc3ccc(F)cc3)C(CCO)C2)s1 (stereo not drawn)	i	-11	2.4	2.4	5.0	0.3	1492	10	0	6%	0.48	-0.22	0.1	-0.27	3	707	-0.25	1139	i

Next results.
SMILES	Autophagy HCS	Autophagy HCS cell loss 18 h	MT stabilize HCS	MT stabilize HCS Hoechst-high %	MT stabilize HCS cytotoxicity %	bCat nuc transl	bCat nuc transl cell count 5 µM	WT yeast gro inh	WT yeast gro inh mutant strain	HEK293 NOD2/NF-kB	Dynein cargo inh	Dynein cargo inh cytoplasmic EGFP	Dynein cargo inh nuclear GR-EGFP	Dynein cargo inh cell count	Hep lipid drop	Hep lipid drop cells 6.5 µM	Ins promoter up	Ins promoter up cell count	Yfh1-depleted yeast
CC(=O)Nc1cccc(NC(=O)CSc2nn3c(=O)c(C)nnc3s2)c1	·	·	·	·	·	-3.2	1219	14	7	22%	-0.45	-0.79	0.079	0.017	6	758	-0.42	1030	i
Cc1cccc(N2CCN(C(=O)c3cc(C)oc3C)CC2C)c1 (stereo not drawn)	i	5	3.9	2.7	4.0	-3.9	538	12	6	-2%	0.38	-0.13	0.3	-0.93	-5	756	0.58	1308	i
O=C1N=C(N2CCN(c3ccccc3)CC2)S/C1=C/c1cccs1	i	5	4.9	2.6	4.6	0.7	1096	21	-17	14%	1.2	-0.18	0.6	-0.41	-4	614	-0.01	1547	i
CCOC(=O)c1sc2ncn(/N=C/c3ccc(O)cc3)c(=O)c2c1C	i	5	2.2	0.7	1.2	-2.4	1083	36	-1	40%	-0.044	-0.38	0.21	2	-16	661	-0.6	1456	i
CC1CCc2cc(F)ccc2N1C(=O)CCl (stereo not drawn)	i	19	2.6	2.5	0.5	5.7	1053	-5	-3	-7%	-5.4*	1.5*	-2.7*	0.5*	14	665	0.51	890	i
Cc1n[nH]c(C)c1CCC(=O)N/N=C/c1cccc([N+](=O)[O-])c1	i	-7	1.9	1.0	0.0	-2.4	1122	-8	-3	11%	0.38	-0.18	-0.34	-0.76	-2	712	-0.52	1368	i
Cc1cnc(C(=O)OCC(=O)Nc2ccc(Cl)cc2Cl)cn1	i	5	3.5	2.2	3.8	-3.3	1174	-2	0	16%	0.041	-0.21	0.0013	0.25	-9	706	0.43	1199	i
Cc1cc(-n2c(C)cc(C(=O)COC(=O)CN=C3NS(=O)(=O)c4ccccc43)c2C)no1	i	-4	3.3	3.1	1.8	-1.4	1041	-7	0	5%	1.2	0.074	0.56	-0.12	-11	735	0.36	1268	i
CCOC(=O)c1cc(C(=O)Nc2ccccc2F)nn1C	i	-16	2.0	1.5	0.3	·	·	0	5	-61%	0.0082	-0.069	0.3	0.16	4	828	-0.21	889	i

Some of the entries above, reformatted.
compound | Autophagy HCS | Autophagy HCS cell loss 18 h | MT stabilize HCS | MT stabilize HCS Hoechst-high % | MT stabilize HCS cytotoxicity % | bCat nuc transl | bCat nuc transl cell count 5 µM | WT yeast gro inh | WT yeast gro inh mutant strain | HEK293 NOD2/NF-kB | Dynein cargo inh | Dynein cargo inh cytoplasmic EGFP | Dynein cargo inh nuclear GR-EGFP | Dynein cargo inh cell count | Hep lipid drop | Hep lipid drop cells 6.5 µM | Ins promoter up | Ins promoter up cell count | Yfh1-depleted yeast
COc1ccc(OC)c(NC(=O)C2CC(=O)N(c3ccccc3)C2)c1 (stereo not drawn) | i | 14 | 4.3 | 1.0 | 9.6 | -2.8 | 907 | -7 | -6 | -11% | 0.16 | -0.25 | 0.22 | 0.79 | · | · | ? | · | i
Cc1nn(C)c(C)c1CS(=O)(=O)c1ccccc1 | i | 1 | 1.8 | 2.1 | 6.3 | 0.6 | 1122 | -4 | -7 | 11% | -0.79 | -0.21 | -0.46 | 0.37 | -6 | 718 | 0.65 | 1259 | i
